D2 ag: agonists of human D2 dopamine receptor. AID 485358. activation, % at 2 µM. P14416. hit rate 0.53% among 340,000. HEK293 T-REx D2 cells, calcium flux agonist mode;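 active = activation over 3 SD above normal in the single-dose calcium agonist read, cut at about 30% in these data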; note: 0% is about no effect
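Agonism is scored from calcium flux in a force-coupled, inducible HEK293 cell line expressing D2, read kinetically for 180 s after compound addition against dopamine controls.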
RGS4 inh: inhibitors of human regulator of G protein signaling 4 | AID 504845 | Transcreener GDP fluorescence polarization, RGS4-accelerated GTP hydrolysis | P49798 | Potency, µM (titrated, usually from 114 µM), for the others: top-dose activity change, negative = inhibition, usual class: inhibitors | hit rate 0.039% among 390,000; note: potency is the fitted concentration of half-maximal effect; % is set by controls: 0 for no effect and ±100 for the full control effect; nearly all actives have a fitted effect of over 75% in size; some results filed as inactive show a strong effect at the top dose
Target sequence (P49798 whole entry, looked up): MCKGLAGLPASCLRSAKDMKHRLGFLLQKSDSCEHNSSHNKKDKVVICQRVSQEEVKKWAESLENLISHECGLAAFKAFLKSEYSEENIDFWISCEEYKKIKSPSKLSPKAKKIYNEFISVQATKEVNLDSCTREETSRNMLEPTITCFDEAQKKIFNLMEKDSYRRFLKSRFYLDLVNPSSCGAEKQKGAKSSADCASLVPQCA
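MLSMR compounds (23 nl, pin-transferred) preincubated 10 min at room temperature with a 500nM (2x) first reagent, then RGS4 at 900nM (2x) plus Transcreener GDP mix added; fluorescence polarization (620/688 nm) read before and after 90 min at 30 °C.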
ERG Ets-DNA blk: ERG Ets/DNA interaction inhibition. P11308. fluorescence polarization, His-ERG Ets domain / labelled DNA. Potency, µM (series often up to 76.9 µM), for the others: at the top dose FP activity, negative = inhibition, most hits filed as inhibitors. hit rate 0.028% among 370,000; active = well fitted inhibition curve with a large enough effect in the polarisation, with a control signal flat; inconclusive = small, poorly fitted or top-dose-only effect, or effect the other way, or a change in a side signal; inactive = no such curve, though single readings can be large or run the other way; the % refers to the polarisation;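 note: polarization taken with two DNA probes labelled with fluorescein and Texas red; potency is the fitted concentration of half-maximal effect; % of control where 0% means no effect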
Target sequence (P11308 whole entry, looked up, the tested form may be a part): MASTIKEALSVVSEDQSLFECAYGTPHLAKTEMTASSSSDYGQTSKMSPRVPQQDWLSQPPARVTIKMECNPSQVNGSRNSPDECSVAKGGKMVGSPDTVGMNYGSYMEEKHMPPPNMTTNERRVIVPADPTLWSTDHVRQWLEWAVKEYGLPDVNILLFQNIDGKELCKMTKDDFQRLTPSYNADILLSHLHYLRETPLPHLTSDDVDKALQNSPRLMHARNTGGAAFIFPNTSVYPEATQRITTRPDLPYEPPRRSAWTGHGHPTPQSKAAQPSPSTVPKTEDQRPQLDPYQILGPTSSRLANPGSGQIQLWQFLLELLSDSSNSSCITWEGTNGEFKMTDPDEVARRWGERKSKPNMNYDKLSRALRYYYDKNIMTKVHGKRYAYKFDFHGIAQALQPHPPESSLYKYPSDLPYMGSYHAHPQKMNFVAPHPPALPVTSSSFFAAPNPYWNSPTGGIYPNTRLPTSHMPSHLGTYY
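His-tagged ERG Ets domain (1 uM in the protein solution; 300mM KCl, 50mM Tris-HCl, 1mM EDTA, 1mM DTT, pH 7.5) received compound, then a probe mix of 5 nM fluorescein-DNA and 100nM Texas-615-DNA. Fluorescence polarization was read for both dyes.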
12-LOX inh: blocks human arachidonate 12S-lipoxygenase; P18054; purified 12hLO, xylenol orange hydroperoxide absorbance; Potency, µM (series often up to 108 µM), for inactives: at the top dose activity change, negative = inhibition, actives largely listed as inhibitors; hit rate 1.1% among 580,000; AID 1671190; note: potency is the fitted concentration of half-maximal effect; % is set by controls: 0 for no effect and ±100 for the full control effect
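Purified human 12hLO (150 nM final) in 25 mM Hepes, 0.01% Triton X-100, pH 7.0 was preincubated 15 min at room temperature with compound. Then 40 uM arachidonic acid was added, 30 min. Hydroperoxide was read by Fe-XO absorbance ratio 573/405 nm.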
D2 antagonist: D2 dopamine receptor (human) antagonism | hit rate 2% among 340,000 | HEK293 TREx D2 cells, calcium flux, dopamine EC80 | inhibition, % at 10 µM | AID 485344; in the data active = inhibition above about 30%; note: 0% is about no effect
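Compounds are added to dye-loaded, induced HEK293 T-REx cells coupled to calcium release via D2; after a 3 min kinetic read an EC80 dopamine stimulus is given and fluorescence is recorded for 3 more min.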
Glioma ERSR ind: inducers of ER stress response in human glioma cells | hit rate 0.02% among 420,000 | Potency, µM, for inactives: top-dose activation, most hits filed as activators | U87-MG GRP78 promoter luciferase reporter, 16 h; note: potency is the fitted concentration of half-maximal effect; series mostly up to about 76 µM; % of control where 0% means no effect; nearly all actives have a fitted effect of over 35% in size
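Stably transfected U87-MG glioma cells carrying a GRP78-based luciferase sensor; 16 h compound incubation. Luminescence end-point read 10 min after Bright-Glo addition at room temperature.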
LDHA block: blocks human lactate dehydrogenase A; P00338; purified LDHA, NADH/diaphorase-resazurin fluorescence; stronger effect = lower value; activity change, % (values are at about 110 or 230 µM); hit rate 0.15% among 480,000; in the data active = activity change below about -30%; inconclusive = mostly about -25% to -30%;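 note: plate controls were DMSO wells for no effect and wells without enzyme for full effect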
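Human LDH5 at 2 nM final in Tris HCl pH 7.4 with 0.06 mM NADH and 0.2 mM pyruvate, reacted 5 minutes at room temperature. Remaining NADH coupled via diaphorase/resazurin; resorufin fluorescence read at 0 and 20 minutes, normalized to enzyme-free and DMSO wells.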
Vif-A3G inh: inhibitors of Vif-APOBEC3G interaction | hit rate 0.076% among 410,000 | HeLa A3G-eYFP + Vif (tagged APOBEC3G with the HIV-1 protein that degrades it), YFP fluorescence, overnight | Potency, µM (series often up to 46.1 µM), for inactives: at the top dose activity, negative = active, hits mostly inhibitors | Q9HC16;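 note: potency is the fitted concentration of half-maximal effect; % is set by controls: 0 for no effect and ±100 for the full control effect; nearly all actives have a fitted effect of over 60% in size; hits raise eYFP signal because A3G escapes Vif-driven loss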
Target sequence (Q9HC16 whole entry, looked up): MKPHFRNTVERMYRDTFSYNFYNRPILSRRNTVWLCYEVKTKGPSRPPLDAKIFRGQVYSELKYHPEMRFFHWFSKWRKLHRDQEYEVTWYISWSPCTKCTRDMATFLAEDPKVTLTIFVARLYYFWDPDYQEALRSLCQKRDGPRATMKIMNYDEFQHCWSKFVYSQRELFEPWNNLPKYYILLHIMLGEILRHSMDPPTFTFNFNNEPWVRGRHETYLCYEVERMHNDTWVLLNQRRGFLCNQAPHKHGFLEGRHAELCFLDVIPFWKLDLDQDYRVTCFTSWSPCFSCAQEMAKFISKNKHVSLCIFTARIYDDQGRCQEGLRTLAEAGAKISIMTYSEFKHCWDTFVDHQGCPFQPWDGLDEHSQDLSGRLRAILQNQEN
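Read-out is eYFP fluorescence (Ex 488/Em 500-530) from Vif-expressing HeLa A3G-eYFP cells; more signal means A3G escaped Vif-mediated degradation. Cells plated overnight, compound pinned in, incubated overnight at 37 deg C.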
Vif-A3F inh: blocks the Vif interaction with APOBEC3F; HeLa A3F-eYFP + Vif (tagged APOBEC3F with the HIV-1 protein that degrades it), YFP fluorescence increase; Potency, µM (top dose mostly 46.1 µM), for the others: at the top dose activity, negative = active; hit rate 0.2% among 390,000; AID 602313; note: potency is the fitted concentration of half-maximal effect; % of control where 0% means no effect; nearly all actives have a fitted effect of over 65% in size
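HeLa cells stably expressing Vif plus C-terminally eYFP-tagged A3F were seeded, incubated overnight at 37 deg C, dosed with compound, incubated overnight again at 37 deg C. Yellow fluorescence (Ex 488/Em 500-530) reported blocked Vif-mediated A3F-eYFP degradation.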
* hit, by the source's call; ? = inconclusive; / = not tested or not shown; [ ] = dose if it differs, or a comment. Unless noted, calls come from the whole dose curve; as a rule, active = well fitted curve in the direction sought with a large enough effect; inconclusive = small, poorly fitted or top-dose-only effect, or another doubt; inactive = no such curve, though single readings can be large; an effect the other way counts as inactive or inconclusive. An excerpt. The share of hits here may be higher or lower than overall.

| entry | SMILES | RGS4 inh | Glioma ERSR ind | Vif-A3F inh | Vif-A3G inh | D2 ag | D2 antagonist | ERG Ets-DNA blk | LDHA block | 12-LOX inh |
| --- | --- | --- | --- | --- | --- | --- | --- | --- | --- | --- |
| 1 | Cn1c(=O)c2c(nc(NCCCN3CCOCC3)n2Cc2cccc(Cl)c2)n(C)c1=O | 11% | -2% | 4% | 1% | 0.2 | -19 | 9% | 1 | -5% |
| 2 | Cc1cc(C)c(NC(=O)Cn2nnc(-c3ccccc3)n2)c(C)c1 | 6% | -2% | -10% | -2% | -0.1 | / | -5% | -5 | -3% |
| 3 | COc1ccccc1NC(=O)CCn1c(=O)sc2ccccc21 | -6% | 0% | 0% | -1% | -1.5 | 4 | / | -1 | 3% |
| 4 | CCN(CC)c1ccc(NC(=O)COc2ccc(C#N)cc2)cc1S(=O)(=O)Nc1ccc(OC)cc1 | -50% | -2% | 0% | 2% | 1.2 | -6 | 11% | -1 | -19% |
| 5 | CSc1ncccc1C(=O)Nc1cc(Cl)ccc1N1CCOCC1 | -12% | -3% | 11% | -6% | / | / | -3% | -4 | -1% |
| 6 | COc1ccc(S(=O)(=O)N2CCC3(CC2)CC(=O)c2ccccc2O3)cc1 | 7% | 0% | 9% | -3% | -0.1 | 17 | 2% | 0 | -15% |
| 7 | CCOC(=O)c1cc(-c2ccc(C)cc2)n(CCC(=O)NCCN(C)C)c1C | -19% | -1% | 4% | -2% | / | / | -3% | 1 | -27% |
| 8 | Cc1ccc2cc(CCNC(=O)c3ccc(S(=O)(=O)N4CCCCC4)cc3)c(=O)[nH]c2c1 | -3% | -3% | 7% | -6% | -0.9 | 8 | 0% | 0 | -20% |
| 9 | CCc1cccc(CC)c1-n1c(-c2cccnc2)n[nH]c1=S | -11% | -5% | 1% | 2% | 0.0 | 66* | ? | -3 | ? |
| 10 | Cc1nc(NC(=O)/C=C/c2ccccc2)sc1C(=O)N1CCCCC1 | 13% | 1% | -7% | 0% | 0.2 | 1 | -8% | -2 | ? |
| 11 | CCN(CC)C(=O)CCSc1nnc(-c2ccco2)o1 | -11% | 3% | 5% | -2% | 0.0 | 0 | 9% | -2 | -16% |
| 12 | COCCSc1ccccc1C(=O)Nc1ccc2c(c1)OCCO2 | -36% | 3% | / | -2% | -0.9 | -20 | -5% | 1 | ? |
| 13 | CC(C)c1ccc(CC(=O)N2CCC2(C)C(=O)Nc2cnc3ccccc3c2)cc1 (stereo not drawn) | / | -3% | / | 2% | / | / | / | 4 | 5% |
| 14 | Cc1ccc(N(C(=O)CNC(=O)c2ccco2)C(C(=O)NC2CCCCC2)c2ccncc2)c(C)c1 (stereo not drawn) | 6% | -3% | -5% | -2% | 0.1 | -14 | -4% | -1 | 0% |
| 15 | COC(=O)NC1(C(F)(F)F)NC(=O)N(C2CCCCC2)C1=O (stereo not drawn) | -5% | -1% | -1% | 2% | -1.8 | -21 | 2% | -7 | ? |

Next section (four carried over from the part before).
| entry | SMILES | RGS4 inh | Glioma ERSR ind | Vif-A3F inh | Vif-A3G inh | D2 ag | D2 antagonist | ERG Ets-DNA blk | LDHA block | 12-LOX inh |
| --- | --- | --- | --- | --- | --- | --- | --- | --- | --- | --- |
| 12 | COCCSc1ccccc1C(=O)Nc1ccc2c(c1)OCCO2 | -36% | 3% | / | -2% | -0.9 | -20 | -5% | 1 | ? |
| 13 | CC(C)c1ccc(CC(=O)N2CCC2(C)C(=O)Nc2cnc3ccccc3c2)cc1 (stereo not drawn) | / | -3% | / | 2% | / | / | / | 4 | 5% |
| 14 | Cc1ccc(N(C(=O)CNC(=O)c2ccco2)C(C(=O)NC2CCCCC2)c2ccncc2)c(C)c1 (stereo not drawn) | 6% | -3% | -5% | -2% | 0.1 | -14 | -4% | -1 | 0% |
| 15 | COC(=O)NC1(C(F)(F)F)NC(=O)N(C2CCCCC2)C1=O (stereo not drawn) | -5% | -1% | -1% | 2% | -1.8 | -21 | 2% | -7 | ? |
| 16 | Nc1nnn(CC(=O)N/N=C/c2cccc(Cl)c2)n1 | -5% | 0% | -4% | -1% | -0.1 | 3 | 3% | -2 | ? |
| 17 | CCn1cc(C(=O)N2CCOCC2)c(=O)c2cc(S(=O)(=O)N(C)C3CCCCC3)ccc21 | -1% | -5% | -10% | -1% | -0.9 | 0 | 0% | 1 | 384%[activator] |
| 18 | CCCn1c2ccccc2c2cnn(CC(=O)N3CCCC(C(=O)OCC)C3)c(=O)c21 (stereo not drawn) | 7% | -4% | -2% | -1% | 0.5 | / | 1% | 0 | -19% |
| 19 | O=C(c1ccccc1)N1CCN(C(=O)c2ccccc2)C1c1ccccc1 | 20% | -4% | -1% | 2% | / | / | 8% | -2 | 0% |
| 20 | Cc1c(Br)c([N+](=O)[O-])nn1CC(=O)Nc1ccc(Cc2ccncc2)cc1 | 6%[11.4 µM] | -1% | 0% | 1% | -7.7 | -7 | -2% | -2 | -8% |
| 21 | Cc1[nH]c(=O)[nH]c(=O)c1S(=O)(=O)N1CCCC(C(=O)N2CCN(c3cccc(C(F)(F)F)c3)CC2)C1 (stereo not drawn) | 3% | -3% | -3% | -5% | 0.1 | -9 | 7% | -4 | -4% |
| 22 | COC(=O)c1ccc(C(=O)OC)c(NC(=O)c2cnn3c(C(F)F)cc(-c4ccc(C)cc4)nc23)c1 | 1% | -2% | -3% | -2% | -0.4 | / | -9% | 2 | -1% |
| 23 | CC1C(=O)N(Cc2cn(Cc3ccco3)nn2)CCS(=O)(=O)N1Cc1ccc(-c2ccc(F)cc2)cc1 (stereo not drawn) | / | 1% | -1% | -2% | / | / | / | -3 | ? |
| 24 | O=C1/C(=C\c2ccco2)SC(=S)N1c1ccc(O)cc1 | 18% | -5% | -3% | -1% | / | / | 6% | -2 | ? |
| 25 | CC(C)CNC(=O)c1oc2ccccc2c1COc1ccccc1 | 16% | 1% | -7% | -7% | / | / | 5% | 5 | -6% |
| 26 | CC1CCc2nc3ccc(S(=O)(=O)N4CCC(C(=O)N5CCCCCC5)CC4)cc3c(C(=O)O)c2C1 (stereo not drawn) | -5% | -2% | -5% | -3% | 0.6 | 11 | -4% | 4 | -14% |
| 27 | CCOC(=O)c1c(CSc2cccs2)n(C)c2cc(Br)c(O)c(CN(C)C)c12 | 5% | -5% | -16% | 6% | -0.5 | 16 | -10% | 1 | ? |
| 28 | CC(C)Cc1cc(C(=O)NCc2ccco2)no1 | 6% | -2% | -25% | -1% | 0.9 | 3 | 16% | -3 | -13% |
| 29 | CCCCOc1ccc(Cc2cnc(N)nc2N)cc1 | -10% | -1% | -24% | 2% | 0.1 | -5 | -4% | -3 | 0% |
| 30 | Cc1nc(-c2ccc(NC(=O)c3ccco3)cc2)cs1 | 28% | -15% | -4% | -11% | -0.1 | 6 | 0% | -5 | -14% |
| 31 | Cc1ccc(-n2nc(CC#N)c(C#N)c2N)cc1Cl | 0% | -2% | -18% | 0% | 1.3 | 10 | 1% | -1 | 13% |
| 32 | CCN(CC)S(=O)(=O)c1ccc2oc(Nc3ccc(OC)cc3OC)nc2c1 | -2% | -3% | 8% | 0% | -0.3 | -15 | 3% | -4 | -11% |
| 33 | CC(C)(C)[C@@H]1C=C(C(=O)Nc2ccccc2)O[C@H](OCc2ccc(CO)cc2)C1 | -2% | -2% | -1% | 7% | 0.7 | 4 | -1% | -4 | ? |
| 34 | COc1ccc(NC(=O)CCN2CCN(S(=O)(=O)c3cc(Cl)ccc3OC)CC2)cc1 | -16% | -7% | 0% | 2% | -1.0 | -13 | 5% | -7 | ? |
| 35 | CCCCOc1ccc(C(=O)N/C(=C/C=C/c2ccccc2)C(=O)NCCO)cc1 | 6% | -2% | -19% | -11% | 0.5 | 11 | -5% | 3 | ? |
| 36 | O=C1C2C3C=CC(c4ccccc4)(C2C(=O)N1c1cccc(Cl)c1)C1C(=O)N(c2cccc(Cl)c2)C(=O)C31 (stereo not drawn) | 0% | -5% | -6% | 6% | / | / | 4% | -5 | -1% |
| 37 | O=C(NCc1cc(C(F)(F)F)cc(C(F)(F)F)c1)c1cc(-c2cc(F)ccc2OCC2CCCO2)n[nH]1 (stereo not drawn) | / | -4% | / | -2% | / | / | / | -2 | 9% |
| 38 | CCC1(C(=O)OC)NC(c2ccco2)C2C(=O)N(c3ccccc3)C(=O)C21 (stereo not drawn) | 8% | -6% | -7% | -2% | -0.2 | -1 | -2% | 4 | 0% |
| 39 | Cc1noc(C)c1COc1ccccc1C(=O)NCCc1ccc(S(N)(=O)=O)cc1 | 4% | -4% | 2% | -3% | -0.4 | -10 | 6% | 4 | 11% |
| 40 | Cc1ccc(S(=O)(=O)N2CCN(Cc3nc4sc(C)c(C)c4c(=O)[nH]3)CC2)cc1 | 10% | 2% | -4% | -2% | -0.4 | -21 | / | -1 | 12% |
| 41 | O=C(Nc1nc(-c2cccnc2)cs1)c1ccc([N+](=O)[O-])cc1 | -22% | -1% | -6% | -12% | 0.5 | -28 | -3% | -5 | -1% |
| 42 | Cc1ccc(S(=O)(=O)Nc2nc(C)c(C)s2)cc1 | -7% | -1% | -19% | 1% | 0.6 | -21 | 5% | -3 | ? |

D2 antagonist: hit marks shown above.
entry	smiles	RGS4 inh	Glioma ERSR ind	Vif-A3G inh	D2 antagonist	ERG Ets-DNA blk	12-LOX inh
9	CCc1cccc(CC)c1-n1c(-c2cccnc2)n[nH]c1=S	-11%	-5%	2%	66*	?	?
